Assay outcomes from PubChem.
CHT PAM: allosteric activators of human choline transporter CHT; CHT-expressing cells, membrane potential dye, choline EC20; hits give high values; LV-AA mutant CHT in HEK293 cells; B-score at 10 µM; actives 0.49% (n = 310,000); AID 488977;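 active means initial fluorescence not abnormally high and integrated response B-score, plate-corrected, over 3 SD above library mean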
Target sequence (Q9GZV3 whole entry, looked up): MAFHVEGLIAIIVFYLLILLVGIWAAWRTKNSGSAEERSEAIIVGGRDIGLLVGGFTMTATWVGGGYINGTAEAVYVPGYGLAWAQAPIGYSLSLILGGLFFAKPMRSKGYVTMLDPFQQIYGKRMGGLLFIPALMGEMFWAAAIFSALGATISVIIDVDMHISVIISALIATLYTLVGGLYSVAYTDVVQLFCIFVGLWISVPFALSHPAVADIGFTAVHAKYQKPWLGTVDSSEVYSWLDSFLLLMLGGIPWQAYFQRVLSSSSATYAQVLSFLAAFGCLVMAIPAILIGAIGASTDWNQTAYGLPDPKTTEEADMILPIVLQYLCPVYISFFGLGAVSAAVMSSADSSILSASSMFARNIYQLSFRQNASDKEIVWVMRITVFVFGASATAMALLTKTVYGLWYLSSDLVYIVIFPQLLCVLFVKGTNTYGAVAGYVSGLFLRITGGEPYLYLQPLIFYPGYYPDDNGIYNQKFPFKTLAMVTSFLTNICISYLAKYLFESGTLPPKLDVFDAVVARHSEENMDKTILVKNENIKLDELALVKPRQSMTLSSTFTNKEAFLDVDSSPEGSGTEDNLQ
CHT block: inhibits the human high affinity choline transporter; Q9GZV3; CHT-expressing cells, membrane potential dye, choline response; hits give low values; B-score at 10 µM; actives 0.86% (n = 310,000);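 active means B-score over 3 SD under the library average, and starting fluorescence ratio not unusually high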;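 further: choline stimulus applied at its EC90 after an EC20 pre-addition; B-score computed on integrated fluorescence ratio after choline addition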
Starred values were filed as active, the others as inactive; i = inactive. The order is random, and some 1.4% of all compounds hit somewhere here.

no.	Compound	CHT PAM	CHT block
1	O=C(Cc1cccs1)Nc1ccc(Cl)cc1	i	i
2	O=C(NCCN1CCN(c2ccccc2F)CC1)C1c2ccccc2C(=O)N2CCc3ccccc3C12 (stereo not given)	i	i
3	O=C(N/N=C/c1cccs1)c1[nH]ncc1Br	i	i
4	Cc1cc(C(=O)NCC(=O)Nc2c(C)cccc2C)c(C)o1	i	i
5	Cc1cc(C(=O)COC(=O)CN(C)S(=O)(=O)c2ccc(Cl)cc2)c(C)n1Cc1cccs1	i	i
6	Cc1nn(C)c(C)c1NS(=O)(=O)c1ccc(Cl)cc1	i	i
7	Cc1c(Cl)cccc1NC(=O)NCc1ccccn1	i	i
8	CC1CC(C)CN(S(=O)(=O)N2CCC(C(=O)NCc3ccco3)CC2)C1 (stereo not given)	i	i
9	Cc1ccc(-n2c3c(c(=O)[nH]c2=S)C(C(F)(F)F)(C(F)(F)F)NC(=O)N3)cc1	i	i
10	CN(C)CC#CCC(O)(c1ccccc1)c1ccccc1	i	i

Among those listed so far, 2 have fluorine:
no.	Compound	CHT PAM	CHT block
2	O=C(NCCN1CCN(c2ccccc2F)CC1)C1c2ccccc2C(=O)N2CCc3ccccc3C12 (stereo not given)	i	i
9	Cc1ccc(-n2c3c(c(=O)[nH]c2=S)C(C(F)(F)F)(C(F)(F)F)NC(=O)N3)cc1	i	i

(next part)
no.	Compound	CHT PAM	CHT block
11	C[C@@H](NC(=O)[C@@H]1Cc2ccccc2CN1)C(=O)NC1CCCCC1	i	i
12	CSc1nc(N)nc(SCC(=O)c2ccccc2)c1C#N	i	i
13	Cc1ncc(CN2CCCC(C(=O)Nc3ccc(-n4ccnc4C)cc3)C2)cn1 (stereo not given)	i	i
14	COc1ccc(OCC(=O)Nc2ccc(NC(=O)c3ccccc3Cl)c(OC)c2)cc1	i	i
15	CC(C)NC(=O)c1cc2c(s1)CCCC2	i	i
16	CC(=O)c1c(C)nc2ccc(Cl)cn12	i	i
17	COc1ccc(NC(=O)c2cnc3n(c2=O)CCS3)cc1OC	i	i
18	COc1cccc(-c2csc3nnc(SCC(=O)c4ccc(NC(C)=O)cc4)n23)c1	i	i
19	CCOC(=O)C(=CNc1cc(C)ccc1C)C(=O)OCC	i	i
20	O=C(OCc1ccc(F)cc1)c1cccnc1Cl	i	i

Screen by screen, as entered above:
Nos. 12 to 20 in CHT PAM read i, i, i, i, i, i, i, i, i
Nos. 12 to 20 in CHT block read i, i, i, i, i, i, i, i, i

Other entries
no.	Compound	CHT PAM	CHT block
21	CCn1c(COc2cccc(OC)c2)nnc1SCC(=O)N1CCOCC1	i	i
22	C=CCn1nnnc1SCC(=O)Nc1ccc(C(=O)OC)cc1	i	i
23	COC(=O)c1ccc(CN2C(=O)NC(c3ccccc3)(c3ccccc3)C2=O)o1	i	i
24	COC(=O)c1ccc(/C=N/Nc2nc(N3CCCCC3)nc(N3CCCCC3)n2)cc1	i	i
25	CCCOC(=O)Nc1nnc(CCC)s1	i	i
26	COc1ccc(CN2C(=O)c3ccccc3C2=O)cc1C(=O)Nc1ccccc1N1CCOCC1	i	i
27	CCc1ccc(S(=O)(=O)/N=C2/C=C(Sc3ncn[nH]3)C(=O)c3ccccc32)cc1	i	i
28	COc1cccc(-n2c(SCC(=O)Nc3cc(C)on3)nc3c([nH]c4ccccc43)c2=O)c1	i	i
29	COC(=O)C(NS(=O)(=O)c1ccc(N2CCCC2=O)cc1)c1ccccc1 (stereo not given)	i	i
30	CCC(C)C(NS(=O)(=O)c1ccc(C)cc1)C(=O)NCCCN1CCOCC1 (stereo not given)	i	i
31	Nc1nc2c(c3c1c(=O)oc1ccccc13)CCCCC2	i	i
32	CC(OC(=O)c1ccc(Cl)nc1)C(=O)Nc1ccc(S(=O)(=O)N2CCCC2)cc1 (stereo not given)	i	i
33	CCOc1ncccc1C(=O)OCC(=O)c1ccc(Cl)s1	i	i
34	N#CCCN/N=C(/Cc1nc2ccccc2[nH]1)c1ccc(Cl)cc1	i	i
35	O=C(COc1ccc(Cl)cc1)NNC(=O)C(=O)NC1CCCCC1	i	i
36	O=C(CN1CCSCC1)N/N=C/c1ccc(Cl)cc1	i	i
37	COc1ccc(N2CCC(CNC(=S)Nc3c(C)cc(C)cc3C)C2)cc1 (stereo not given)	i	i
38	COc1ccccc1CNS(=O)(=O)c1ccc(Cl)s1	i	i
39	COC(=O)COc1ccc(/C=C2/NC(=O)N(CC(=O)OC)C2=O)cc1	i	i
40	CCC(CC)C(=O)c1c[nH]c(C(=O)NC2CCCCCC2)c1	i	i
41	CC(Cc1cccnc1)NC(=O)c1cc(COc2c(F)cccc2F)on1 (stereo not given)	i	i
42	C=CCn1c(SCCC(=O)O)nc2c1c(=O)n(C)c(=O)n2C	i	i
43	CC(C)OC(=O)CCCNc1ccc([N+](=O)[O-])cc1[N+](=O)[O-]	i	i
44	Cc1cc(/C=N/NC(=O)c2cccnc2)c(C)n1CC(C)C	i	i
45	CCOC(=O)c1cc(-c2nnc(SCC(=O)Nc3ccc(F)cc3)o2)c(C)nc1C	i	i
46	Cc1ccnc(N(C(=O)c2cccs2)C(=O)c2cccs2)c1	i	i
47	COc1ccccc1OCC(=O)NCCS(=O)(=O)N1CCN(c2ccccc2)CC1	i	-6.9*
48	O=C(c1cc(-c2ccccn2)nc2c(Cl)cccc12)N1CCN(S(=O)(=O)c2ccccc2)CC1	i	i
49	CC(=O)Nc1ccc(S(=O)(=O)N(C)Cc2cnn(C)c2)cc1	i	i
50	C=C(C)CCC(C)N1CCC(n2nccc2NC(=O)CCOc2ccccc2)CC1 (stereo not given)	i	i
51	O=C1CCCC2=C1C(c1ccc(O)cc1)c1c(ccc3ccccc13)N2 (stereo not given)	i	i
52	Cc1ccc(-c2nnc3cccc(Cl)n23)cc1	i	i
53	CCOC(=O)c1cnc2ccccc2c1NCCO	i	i
54	Cc1ccc(C(=O)OCC(=O)Nc2cc(C(C)(C)C)nn2-c2ccccc2)c(O)c1	i	i
55	O=C(CCN1C(=O)S/C(=C\c2ccccc2)C1=O)Nc1ccc(O)cc1C(=O)O	i	i
56	Cc1cc(NC(=O)c2cnn3cccnc23)no1	7.7*	i
57	Cc1ccc(C)n1-n1cnc2sc3c(c2c1=O)CCC3	i	i
58	CCOC(=O)c1ccc(NC(=O)COc2ccc(S(=O)(=O)NC(C)(C)C)cc2)cc1	i	i
59	CCCCC(Br)C(=O)Nc1ccc(S(=O)(=O)Nc2cc(C)nc(C)n2)cc1 (stereo not given)	i	-5.8*
60	CC(C)(C)n1nnnc1C(c1ccc(F)cc1)N1CCN(Cc2ccc3c(c2)OCO3)CC1 (stereo not given)	i	i

The final 4 compounds of the section above come first, to join the parts:
no.	Compound	CHT PAM	CHT block
57	Cc1ccc(C)n1-n1cnc2sc3c(c2c1=O)CCC3	i	i
58	CCOC(=O)c1ccc(NC(=O)COc2ccc(S(=O)(=O)NC(C)(C)C)cc2)cc1	i	i
59	CCCCC(Br)C(=O)Nc1ccc(S(=O)(=O)Nc2cc(C)nc(C)n2)cc1 (stereo not given)	i	-5.8*
60	CC(C)(C)n1nnnc1C(c1ccc(F)cc1)N1CCN(Cc2ccc3c(c2)OCO3)CC1 (stereo not given)	i	i
61	Cc1cccc(C)c1NC(=S)N/N=C/c1ccccc1C(=O)O	i	i
62	CCC(C)NC(=O)C1CCC(=O)N(c2cc(OC)c(OC)c(OC)c2)C1c1ccc(OC)cc1 (stereo not given)	i	i
63	Cc1ccc(-c2csc(NC(=O)CN3CCC(C(N)=O)CC3)n2)cc1	i	i
64	CCN1CCCC1CN(Cc1cc2ccc(C)cc2[nH]c1=O)C(=S)Nc1ccccc1OC (stereo not given)	i	i
65	CS(=O)(=O)N1CCN(c2ccc(NC(=S)NC(=O)c3cccs3)cc2)CC1	i	i
66	Cn1c(=O)[nH]c(=O)c2c1nc1n2CCCS1	i	i
67	CC(C)NC(=S)N/N=C/c1ccc2c(c1)OCCO2	i	i
68	COc1ccc(CNC(=O)c2cc(-c3cccs3)on2)cc1	i	i
69	COc1ccc(CNC(=O)Cc2c[nH]c3ccccc23)cc1OC	i	i
70	Cc1ccc(C2=NNC(c3cccc(F)c3)S2)cc1 (stereo not given)	i	i
71	CN1C(=O)NC(NC(=O)c2cccs2)(C(F)(F)F)C1=O (stereo not given)	i	i
72	C=CCOc1ccc(C2OC34CCCCC3C(C#N)(C#N)C2(C#N)C(=N)O4)cc1 (stereo not given)	i	i
73	OC(CN1CCOCC1)(c1ccccc1)c1ccccn1 (stereo not given)	i	i
74	COc1cc(NC(=O)CSCc2ccccc2)c(C(=O)O)cc1OC	i	i
75	c1ccc(Nc2cc(-c3ccccc3)nc3ncnn23)cc1	i	i
76	COc1ccc(NC(=S)Nn2cnnc2)c(OC)c1	i	i
77	CC(C)(C)c1ccccc1NC(=O)c1cccnc1	i	i
78	N#Cc1ccccc1S(=O)(=O)N1CCN(C(=O)CN2C(=O)NC3(CCCC3)C2=O)CC1	i	i
79	CC(C)c1ccccc1NC(=O)c1ccco1	i	i
80	CCCCCCNCc1ccc(Br)cc1	i	i
81	CCN1CCN(c2cc(C)c3cc(NC(=O)c4cccc(OC)c4)ccc3n2)CC1	i	i
82	CCN(CC)CCCNC(=O)C(C)n1c2ccccc2c2nc(=O)cc(C)n21 (stereo not given)	i	i
83	CCOc1ccc(NC(=O)COc2ccccc2)c([N+](=O)[O-])c1	i	i
84	Cc1ccc(Cc2c[nH]c(=S)s2)cc1	i	i
85	COc1ccc(CC(=O)NCc2ccc(-n3cccc3)cc2)cc1OC	i	i
86	CCC(C)NC(=O)C(Cc1ccccc1)n1cccc1 (stereo not given)	i	i
87	CC(CCc1ccccc1)NC(=O)CN1C(=O)NC2(CCCCC2)C1=O (stereo not given)	i	i
88	COc1ccc(OC)c(NC(=O)C2CCN(S(=O)(=O)c3c(C)noc3C)CC2)c1	i	i
89	Fc1cccc(Cc2noc(CN3CCN(c4cnccn4)CC3)n2)c1	i	i
90	CC(=O)Nc1cccc(NS(=O)(=O)c2ccccc2[N+](=O)[O-])c1	i	i
91	O=C(CSc1nc2ccccc2o1)N1CCN(c2ccccc2)CC1	i	i
92	Cc1ccc2nc(CSc3nnc4ccccn34)cc(=O)n2c1	i	i
93	O=C(Nc1cc(S(=O)(=O)N2CCOCC2)ccc1-n1cncn1)c1ccc(Cl)cc1	i	i
94	Cc1ccc(NC(=S)/C(=C(\[O-])c2ccc(C)c([N+](=O)[O-])c2)[n+]2ccccc2)cc1C	i	i
95	COc1ccc(C2CC(C(F)(F)F)n3nc(C(=O)NCCN4CCOCC4)cc3N2)cc1 (stereo not given)	i	i
96	COc1ccc(CNC(=O)c2cc(SC)ccc2Cl)cc1OC	i	i
97	CC(CC(=O)Nc1cc([N+](=O)[O-])ccc1Cl)c1ccccc1 (stereo not given)	i	i
98	CN1C2CCC1/C(=C\c1ccccc1)C(=O)/C2=C\c1ccccc1	i	i
99	Cc1ccc(-c2noc(C3CCN(C(=O)Nc4ccc(C#N)cc4)CC3)n2)o1	i	i
100	COc1ccc(N2C(=O)CC(N3CCOCC3)C2=O)cc1 (stereo not given)	i	i
101	CC1CCN(C(=O)c2ccc(N3C(=O)C4CCC(C)CC4C3=O)cc2)CC1 (stereo not given)	i	i
102	O=C1C2C3C=CC([C@@H]2C(=O)N1C1CC1)[C@H]1C(=O)N(C2CC2)C(=O)C31 (stereo not given in full)	i	i
103	CN(/N=C\c1ccc(O)c(O)c1)c1nc(-c2ccccc2)cc(-c2ccccc2)n1	i	i
104	COc1ccccc1-n1cnnc1SCC(=O)c1c[nH]c2ccccc12	i	i
105	Cc1ccc(C)c(CNS(=O)(=O)c2c(C)[nH]c(C)c2C(=O)N2CCCC2)c1	i	i
106	Cc1ccc(C)c(NC(=O)CCC(=O)NNC(=O)c2cccs2)c1	i	i
107	CCCCCCc1c(C)c2ccc(OCC(=O)N3CCC[C@H]3C(=O)O)c(C)c2oc1=O	i	i
108	CCn1c(N)[n+](CC(=O)Nc2ccc(SC(F)F)cc2)c2ccccc21	i	i
109	CC1SC(c2ccccc2Cl)NC1=O (stereo not given)	i	i
110	Cc1cc(Br)ccc1NC(=S)NCCc1ccccc1	i	i

Additional structures:
no.	Compound	CHT PAM	CHT block
111	COc1cccc2cc(-c3nnc(SCC(=O)NCCc4ccccc4)n3C)oc12	i	i
112	Fc1ccc(/C=N/NC(=S)Nc2cccnc2)cc1	i	i
113	Cc1ccc(S(=O)(=O)N2C(=O)CCC2C(N)=O)cc1 (stereo not given)	i	i
114	CCN(CC)C(=O)Cn1cc(S(=O)(=O)CC(=O)Nc2ccccc2F)c2ccccc21	i	i
115	NS(=O)(=O)c1ccc(NC(=O)CSc2nnc(-c3ccc(O)cc3)o2)cc1	i	i
116	CC1CCCN(S(=O)(=O)c2ccc3c(c2)C(C)(C)C(=O)N3C)C1 (stereo not given)	i	i
117	Cc1ccccc1C(=O)NC1CCN(C(=O)NCc2ccccc2)CC1	i	i
118	O=C(Oc1c(Br)cc(Br)c2cccnc12)N1CCCCC1	i	i
119	COc1ccc(Nc2ncc(C(=O)N3CCN(c4ccccc4OC)CC3)c3ccccc23)cc1	i	i
120	COc1cc(NC(=O)NCCN2CCN(c3ccccc3)CC2)cc(OC)c1OC	i	i
121	Cc1cc(C(F)(F)F)c2c(N)c(C(=O)NC3CC3)sc2n1	i	i
122	CS(=O)(=O)c1ncc(Cl)c(C(=O)Nc2ccc(N3CCOCC3)cc2)n1	i	-6.9*
123	CCCCN(CC)C(=O)C1CCC(CNS(=O)(=O)c2cccc3nsnc23)CC1 (stereo not given)	i	i
124	Cc1cccc(NC(=S)N/N=C2/CCCCc3ccccc32)c1	i	i
125	CCN(CC(=O)Nc1c(F)cccc1F)C(=O)Cc1ccc(OC)c(S(=O)(=O)N2CCOCC2)c1	i	i
126	COc1cc(C(C)=O)ccc1OCCN1CCC(Cc2ccccc2)CC1	i	i
127	O=C(Nc1cc(Cl)ccc1-n1cncn1)c1ccco1	i	i
128	CCn1ccc(=N)cc1	i	i
129	O=C1C2CCCCC2C(=O)N1c1cccc(OS(=O)(=O)c2ccccc2)c1 (stereo not given)	i	i
